Nrf2 inh: Nrf2 qHTS screen for inhibitors. A549 ARE-Fluc reporter, luciferase luminescence, 18-24 h. Potency, µM (highest dose often 46 µM), inactives show at the highest dose activity change, negative = inhibition, most hits filed as inhibitors. 360,000 compounds, 2.1% hits. AID 504444, 2011; note: potency is the fitted concentration of half-maximal effect; % is set by controls: 0 for no effect and ±100 for the full control effect; nearly all actives have a fitted effect of over 60% in size
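Nrf2 activity is the BugLite luminescence, read 15 min after reagent at room temperature, following CellTiter-Fluor cytotoxicity readout (30 min, 37C). Compound titrations were applied for 18-24 h to 5000 A549 ARE_Fluc cells/well in 5% FBS OPTI-MEM.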
HepG2 tox: qHTS for Inhibitors of TGF-b: Cytotox Counterscreen; HepG2 CAGA-GFP viability, ATP luminescence, 18 h; Potency, µM (series often up to 46.1 µM), for the others: at the highest dose activity change, negative = cytotoxicity, hits mostly cytotoxic; 410,000 compounds, 0.76% hits; note: potency is the fitted concentration of half-maximal effect; some results filed as inactive show a strong effect at the top dose
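HepG2 CAGA-GFP cells (1000/well, DMEM with 1% FBS) received compound, then TGF-beta at 500 pg/mL final, and were incubated 18 hours at 37 degrees C. Viability was read by CellTiter-Glo luminescence. Media-only wells were set as complete cell-killing and DMSO as no toxicity.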
Mm-Cpn inhibitor: Inhibitors of TCP-1 ring complex (TRiC) of Methanococcus maripaludis (MmCpn): qHTS; purified Mm-Cpn ATPase, ADP Transcreener TR-FRET; Potency, µM (doses to about 76.9 µM), for inactives: at the top dose activity, negative = inhibition, most hits filed as inhibitors; 330,000 compounds, 0.031% hits; note: potency is the fitted concentration of half-maximal effect; % is set by controls: 0 for no effect and ±100 for the full control effect; nearly all actives have a fitted effect of over 80% in size
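Purified archaeal chaperonin (25 nM final) was preincubated with compound for 10 min at 37°C, then ATP (10 uM final) was added for 30 min at 37°C in Tris pH 7.4/KCl/MgCl2/DTT buffer. ADP was quantified by HTRF Transcreener TR-FRET.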
Abeta rescue: qHTS for compounds that reverse cellular toxicity of Amyloid beta (A-beta) peptide in yeast: Primary Screen; Potency, µM (series often up to 46.1 µM), without a hit: top-dose growth rescue, actives largely listed as activators; yeast expressing A-beta42, growth rescue, OD600, 48 h; response scale: 0% DMSO, 100% iron-clioquinol control; 410,000 compounds, 0.063% hits; note: potency is the fitted concentration of half-maximal effect; nearly all actives have a fitted effect of over 55% in size
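Yeast growth medium received pinned compounds, then yeast cells expressing toxic A-beta were added; plates incubated at 30 C for 48 hr. Growth read as absorbance at 600 nm, normalized to DMSO and equimolar FeCl3 plus clioquinol controls.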
A549 tox: Nrf2 qHTS screen for inhibitors: counterscreen for cytotoxicity | 390,000 compounds, 0.16% hits | A549 ARE-Fluc cells, CellTiter-Fluor viability, 18-24 h | Potency, µM (doses to about 46 µM), for inactives: at the top dose activity change, negative = cytotoxicity, usual class: inhibitors; note: potency is the fitted concentration of half-maximal effect; % is set by controls: 0 for no effect and ±100 for the full control effect
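A549 ARE-Fluc cells in 5% FBS OPTI-MEM, 5000 cells/well, rested 2 h then exposed to compounds in concentration-response for 18-24 h at 37 °C. Viability by CellTiter-Fluor fluorescence (Ex 405/Em 525) after 30 min; luciferase luminescence (BugLite, 15 min, RT) read afterwards.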
TGFb SMAD3 inh: qHTS for Inhibitors of TGF-b. AID 588855, 2011. HepG2 CAGA-GFP TGF-b/SMAD3 reporter, GFP fluorescence, 18 h; TGF-beta stimulated, 500 pg/mL final. 410,000 compounds, 1.2% hits. Potency, µM (top dose mostly 46.1 µM), without a hit: at the highest dose activity, negative = inhibition, usual class: inhibitors; note: potency is the fitted concentration of half-maximal effect; % is set by controls: 0 for no effect and ±100 for the full control effect; nearly all actives have a fitted effect of over 65% in size
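Inhibition was scored as loss of TGF-beta-induced (500 pg/mL final, 18 hours, 37 degrees C) GFP in HEPG2 cells carrying a CAGA-GFP reporter, in DMEM with 1% FBS. Well GFP was summed per cell; Activity was normalised to unstimulated and stimulated DMSO wells, then concentration-response fitting.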
CCT chaperon mod: High-Throughput Screening for Modulators of Cytosolic Chaperonin Activity; purified chaperonin ATPase assay, HTRF ADP detection, 30 min; activity change, % (test concentration not listed), hits read low; 360,000 compounds, 0.3% hits; AID 651819, 2012; in the data active = activity change below about -30%; note: % is set by controls: 0 for no effect and ±100 for the full control effect
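ATPase activity: ADP formed was measured by HTRF Transcreener (665/615 nm ratio) after 30 min at 37 deg C with 10 uM ATP. Compounds screened at one 76 uM concentration against 40 or 20 nM TRiC in Tris pH 7.4/KCl/MgCl2/DTT buffer.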
Akt phos inh: HTS Assay for Inhibitors of Akt Phophorylation: Primary Screen | Neuro2A IGF-stimulated pAkt S473 HTRF, 20 min; hits give low values | activity change, % for hits at 50 µM | 360,000 compounds, 0.32% hits | AID 651550, 2012; in the data active = activity change below about -80%; inconclusive = mostly about -51% to -80%; note: % is set by controls: 0 for no effect and ±100 for the full control effect
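Neuro2A cells in DMEM with 0.5% FBS, overnight at 37 deg C, given compound at single 50 µM final, then IGF (6 nM final) for 20 min at 37 deg C. Lysed; phospho-Akt Ser473 by HTRF after 24 h, 665/615 ratio.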
Nrf2 ARE act: qHTS of Nrf2 Activators. AID 624171, 2012. AREc32 ARE-luciferase reporter (MCF7-derived line), luminescence, 24 h. Potency, µM (titrated, usually from 46.1 µM), for the others: top-dose activation, hits mostly activators. 410,000 compounds, 0.31% hits; note: potency is the fitted concentration of half-maximal effect; % of control where 0% means no effect; nearly all actives have a fitted effect of over 65% in size
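AREc32_Fluc, 1000 cells/well, OPTI-MEM + 5% FBS, o/n 37 deg C 5% CO2; 23 nL cpd by pin tool, 24 hr; Steady-Glo 30 min RT, luminescence.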
An asterisk follows results filed as active; i = inactive; ? = inconclusive; / = not tested or not shown; [ ] = dose if it differs, or a comment. Unless noted, calls come from the whole dose curve; as a rule, active = well fitted curve in the direction sought with a large enough effect; inconclusive = small, poorly fitted or top-dose-only effect, or another doubt; inactive = no such curve, though single readings can be large; an effect the other way counts as inactive or inconclusive.

Each structure is followed by: Nrf2 inh, HepG2 tox, Mm-Cpn inhibitor, Abeta rescue, A549 tox, TGFb SMAD3 inh, CCT chaperon mod, Akt phos inh, Nrf2 ARE act
> CC1(C(=O)Nc2ccc(F)cc2F)CCN1C(=O)Cc1ccc(Cl)cc1Cl (stereo unspecified)
    /, 6%, /, 17%, /, -4%, 0.6, i, -1.0%
> CSc1ccc(C=O)cc1
    0%, -6%, 1%, -10%, 1%, -5%, -1.3, i, 0.4%
> Cn1c(N)c(C(=O)COC(=O)CSc2ccc3ccccc3c2)c(=O)n(C)c1=O
    12%, -16%, 3%, -1%, 4%, -14%, -4.3, i, 0.0%
> COc1ccc(NC(=O)c2nnn(CC(=O)Nc3cc(C)cc(C)c3)c2N)c(OC)c1
    21%, -9%, /, -14%, 15%, 1%, /, /, -0.8%
> O=C(CSc1nnc(-c2ccc(OC(F)F)cc2)o1)N1CCOCC1
    ?, -62%, 0%, 1%, 8%, 0%, 1.9, i, 0.1%
> C/C(=N\N1CCN(c2ccccc2)CC1)c1cccs1
    -1%, 23%, 0%, 5%, -6%, 3%, -0.8, i, 0.2%
> CCc1ccc2oc(C(=O)N(Cc3cccc(Cl)c3)Cc3ccco3)c(C)c2c1
    ?, -31%, /, -3%, 8%, -12%, /, /, 8.0%
> Cc1cc(C(=O)CSc2nnc(-c3ccncc3)n2-c2ccccc2)c(C)n1C
    1%, -22%, -26%, -8%, /, -15%, 0.1, i, 3.3%
> CCOC(=O)c1[nH]c2ccccc2c1NC(=O)Nc1ccc(OC)cc1
    /, 5%, -3%, 1%, -1%, 16%, 0.6, i, 4.7%
> COc1ccc(NC(=O)CSc2nnc(C)c3ccccc23)cc1
    19%, 0%, 0%, /, -3%, ?, 1.2, i, ?
> CCOc1ccc(NC(=O)C(C)Oc2ccccc2C(=O)Nc2ccc(C)c(Cl)c2)cc1 (stereo unspecified)
    /, -23%, -3%, -3%, -9%, ?, -1.7, i, 2.8%
> N#Cc1nc(Cc2cccc3ccccc23)oc1N1CCOCC1
    /, 11%, 0%, -13%, 15%, -21%, -3.9, i, -0.9%
> O=C(NC(Cc1c[nH]c2ccccc12)c1nnc2n1CCCCC2)c1ccc(Cl)cc1 (stereo unspecified)
    -10%, 3%, 1%, 13%, -7%, -14%, 0.0, i, -0.3%
> CN(C(=O)c1ccc(-c2nn(C)c(=O)c3ccccc23)cc1)c1ccccc1
    ?, -25%, -1%, -7%, -4%, -25%, -4.5, /, 0.0%
> CCCCNC(=O)COc1ccccc1[N+](=O)[O-]
    13%, -2%, 2%, 7%, 7%, -2%, -1.3, i, 6.3%
> COC(=O)C(C)(C)ONC(=O)Nc1ccccc1Br
    9%, -3%, 1%, -13%, -1%, 1%, 1.4, i, 1.0%
> CC(=O)c1cccc(NC(=S)NC(=O)c2ccccc2Br)c1
    14%, -12%, 0%, -3%, 4%, -18%, 0.9, i, 3.8%
> CN1c2ccc(Cl)cc2C(=O)NC1c1ccc([N+](=O)[O-])s1 (stereo unspecified)
    ?, -64%, 3%, -25%, -11%, ?, -0.4, i, 17%
> O=C(Nc1ccc(-c2nc3cc(Cl)ccc3o2)cc1)c1cc2ccccc2o1
    6%, -6%, /, 3%, -3%, 7%, /, /, 0.6%
> CC(=O)N1CCc2c(sc(NC(=O)CCS(=O)(=O)c3ccccc3)c2C#N)C1
    -4%, 21%, 1%, 5%, -12%, -27%, -3.9, i, ?
> O=C1Nc2ccccc2N(C(=O)c2ccc3ccccc3c2)C1c1nc2ccccc2[nH]1 (stereo unspecified)
    /, /, /, 2%, /, /, -1.7, i, 3.7%
> O=C(COC(=O)c1cccc(Cl)c1)NC1CCCCCCC1
    4%, -2%, 0%, 17%, -5%, 4%, -1.1, i, 0.3%
> CCCOC(=O)c1ccc(NC(=O)COC)cc1
    /, 10%, 0%, -13%, 0%, 12%, -4.4, i, 0.8%
> NS(=O)(=O)c1ccc(NC(=S)NCC2CCCO2)cc1 (stereo unspecified)
    12%, -18%, 0%, 4%, 2%, -2%, -1.0, i, -0.2%
> O=C(NC1(C(F)(F)F)NC(=O)N(C2CCCCC2)C1=O)C1CC1 (stereo unspecified)
    5%, 2%, -3%, 5%, 0%, -3%, -0.3, i, 0.1%
> CCCC1=Nc2cc(C(=O)NCCN3CCOCC3)ccc2Sc2ccc(C)cc21
    0%, -20%, -6%, 17%, -1%, ?, -0.5, i, -0.1%
> Cc1c(Cl)cnc(NC(=O)COC(=O)c2ccc([N+](=O)[O-])s2)c1Cl
    -3%, -20%, -2%, -92%[inhibitor], 0%, -17%, -2.0, i, 3.3%
> CC(C)CNC(=O)COC(=O)c1n[nH]c2ccccc12
    -3%, 7%, 3%, 3%, 2%, 2%, 0.4, i, -0.2%
> Cc1cnc(CN(C)Cc2c(C(=O)N3CCc4ccccc4C3)nc3ccc(Cl)cn23)[nH]1
    ?, 2%, 1%, -10%, ?, 11%, 1.5, i, 5.3%
> COc1cccc(OC)c1C(=O)Nc1ccccc1N1CCCCC1
    ?, 4%, 3%, 13%, -2%, ?, -1.8, i, 2.5%

Next section
Each structure is followed by: Nrf2 inh, HepG2 tox, Mm-Cpn inhibitor, Abeta rescue, A549 tox, TGFb SMAD3 inh, CCT chaperon mod, Akt phos inh, Nrf2 ARE act
> COC(=O)c1ccccc1OCC(=O)N1CCN(c2ccc(Cl)cc2)CC1
    6%, -15%, 2%, -7%, 10%, 3%, 0.4, i, 3.3%
> CCOc1ccc(-c2cc3nc(C4CCN(C(=O)OC(C)(C)C)CC4)c(C(=O)O)cn3n2)cc1
    ?, -30%, 2%, -14%, -9%, -11%, -0.1, i, 2.7%
> CCCCNS(=O)(=O)c1ccc2nc(SCC(=O)Nc3cc(C)cc(C)c3)[nH]c2c1
    13µM*, 0%, -25%, 17%, ?, ?, 0.4, i, 5.7%
> COc1cc(SC)ccc1C(=O)Nc1ccc(OCC(=O)N2CCOCC2)cc1
    ?, -12%, 0%, -10%, 4%, -2%, -4.8, i, -0.1%
> O=C1NC(c2ccc(-c3ccccc3[N+](=O)[O-])o2)C(C(=O)c2ccc(Cl)cc2)C(O)(C(F)(F)F)N1 (stereo unspecified)
    -14%, -41%, -2%, 18%, 1%, ?, -2.4, i, 0.2%[9.22 µM]
> O=C(NCC1CCN(Cc2ccccc2)CC1)[C@H]1O[C@@H](n2ccc(=O)[nH]c2=O)[C@H](O)[C@@H]1O
    /, /, /, -2%, /, /, 0.0, i, 0.5%
> COc1cccc(CNC(=O)c2cc3ccc4cccnc4c3[nH]2)c1
    ?, -14%, /, 8%, 5%, -2%, /, /, 4.5%
> COc1ccc(/C=C2\SC(=S)N(CC(=O)N3CCN(C)CC3)C2=O)cc1
    14%, -3%, 0%, 3%, ?, -7%, 1.1, i, -0.1%
> Cc1ccc(NC(=O)CSc2nc3nccnc3c(=O)n2CCc2c[nH]c3ccccc23)cc1
    -5%, -7%, /, -8%, 11%, -18%, /, /, 3.8%
> Cc1cc(C)cc(SCc2noc(C(=O)NCCCN3CCOCC3)c2C(=O)NCCCN2CCOCC2)c1
    11%, -14%, 1%, -13%, -9%, 3%, -0.1, i, 0.2%
> COc1cccc(-c2cn3ncsc3n2)c1
    ?, -22%, /, -6%, 11%, -9%, /, /, 6.6%
> O=C(CCCn1c(=O)[nH]c2cc(Cl)ccc2c1=O)NCCCN1CCN(c2ccc(F)cc2)CC1
    -17%, -35%, 2%, 5%, -6%, ?, -1.0, i, -0.4%

Already shown: 7 of the compounds above.
Each structure is followed by: Nrf2 inh, HepG2 tox, Mm-Cpn inhibitor, Abeta rescue, A549 tox, TGFb SMAD3 inh, CCT chaperon mod, Akt phos inh, Nrf2 ARE act
> CCCCNS(=O)(=O)c1ccc2nc(SCC(=O)Nc3cc(C)cc(C)c3)[nH]c2c1
    13µM*, 0%, -25%, 17%, ?, ?, 0.4, i, 5.7%
> COc1cc(SC)ccc1C(=O)Nc1ccc(OCC(=O)N2CCOCC2)cc1
    ?, -12%, 0%, -10%, 4%, -2%, -4.8, i, -0.1%
> O=C1NC(c2ccc(-c3ccccc3[N+](=O)[O-])o2)C(C(=O)c2ccc(Cl)cc2)C(O)(C(F)(F)F)N1 (stereo unspecified)
    -14%, -41%, -2%, 18%, 1%, ?, -2.4, i, 0.2%[9.22 µM]
> O=C(NCC1CCN(Cc2ccccc2)CC1)[C@H]1O[C@@H](n2ccc(=O)[nH]c2=O)[C@H](O)[C@@H]1O
    /, /, /, -2%, /, /, 0.0, i, 0.5%
> COc1cccc(CNC(=O)c2cc3ccc4cccnc4c3[nH]2)c1
    ?, -14%, /, 8%, 5%, -2%, /, /, 4.5%
> COc1ccc(/C=C2\SC(=S)N(CC(=O)N3CCN(C)CC3)C2=O)cc1
    14%, -3%, 0%, 3%, ?, -7%, 1.1, i, -0.1%
> Cc1ccc(NC(=O)CSc2nc3nccnc3c(=O)n2CCc2c[nH]c3ccccc23)cc1
    -5%, -7%, /, -8%, 11%, -18%, /, /, 3.8%
